# hcGAS inh – Primary biochemical luminescence assay for human cyclic GMP-AMP synthase inhibitors | Q8N884 | recombinant h-cGAS, ATP depletion, Kinase-Glo luminescence | actives 0.081% (n = 290,000) | inhibition, % at 12.5 µM;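 also: 0% = vehicle reaction and 100% = reaction without DNA for no activity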
# Target sequence (Q8N884 whole entry, looked up): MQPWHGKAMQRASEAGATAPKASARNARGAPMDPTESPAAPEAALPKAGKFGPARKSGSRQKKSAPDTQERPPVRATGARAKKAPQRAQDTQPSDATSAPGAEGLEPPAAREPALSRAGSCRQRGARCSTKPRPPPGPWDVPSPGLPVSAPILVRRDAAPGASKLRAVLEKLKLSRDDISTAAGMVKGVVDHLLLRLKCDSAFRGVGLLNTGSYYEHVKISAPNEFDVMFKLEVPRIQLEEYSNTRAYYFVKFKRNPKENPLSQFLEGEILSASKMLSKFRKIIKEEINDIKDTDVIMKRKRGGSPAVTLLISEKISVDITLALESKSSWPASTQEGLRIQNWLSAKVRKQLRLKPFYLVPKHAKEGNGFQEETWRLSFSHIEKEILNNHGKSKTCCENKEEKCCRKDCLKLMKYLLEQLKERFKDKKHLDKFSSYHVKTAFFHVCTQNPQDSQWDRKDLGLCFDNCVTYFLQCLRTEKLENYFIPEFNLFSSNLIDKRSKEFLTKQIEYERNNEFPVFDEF
# NPYLR7 agonist – agonists of mosquito NPYLR7 receptor, primary screen, cell-based, Aedes aegypti, calcium fluorescence, mosquito biting behavior; HEK293T NPYLR7/Galpha15, GCaMP6s calcium fluorescence; actives 0.15% (n = 270,000); activation, % at 10 µM; Aedes aegypti neuropeptide Y-like receptor 7 (NPYLR7); AID 1259423, 2018; in the data active = activation above about 40%;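 also: 0% = vehicle and 100% = reference agonist at the receptor; some compounds past the cut are filed as inactive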
# mcGAS lum – cyclic GMP-AMP synthase inhibitors, mouse, primary biochemical chemiluminescence; actives 0.15% (n = 160,000); inhibition, % at 12.5 µM; recombinant cGAS, Kinase-Glo ATP depletion luminescence; Q8C6L5;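 also: 0% = negative control wells and 100% = reference inhibitor with no enzyme activity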
# * marks the source's active call; other numbers are inactive results; . = not tested or not shown. Rule as the data show it, unless noted: active = inhibition above about 40%; inactive = the rest.
# Results follow in this order: NPYLR7 agonist	hcGAS inh	mcGAS lum
Cc1ccc(NC(=O)CC2Oc3ccccc3NC2=O)cc1 (stereo not given)
    2	-5	.
CC(c1ccc(Cl)cc1Cl)N(C)C(=O)c1ccc(CCNS(C)(=O)=O)s1 (stereo not given)
    3	-4	.
Cc1cccc(-c2nnc(SCC(=O)NC(C)(C)C)o2)c1
    -9	-2	-4
CC(C)c1c(O)c(-c2cc3c(c(C(C)C)c2O)CCC2C(C)(C)CCC[C@]32C)cc2c1CCC1C(C)(C)CCC[C@]21C (stereo not given in full)
    .	4	3
CC(NC(=O)c1ccc(C(F)(F)F)cc1)c1ccco1 (stereo not given)
    -1	2	.
Cc1cc(C)c(S(=O)(=O)N2CCN(C(C)C(=O)Nc3ccccc3)CC2)c(C)c1 (stereo not given)
    1	-11	.
Cc1nc(-c2ccccc2)sc1C(=O)Nc1cccc(-c2ccc(N3CCN(C)CC3)nn2)c1
    -1	0	-2
CCOCCSc1nc2c(c(=O)[nH]c(=O)n2C)n1CCCc1ccccc1
    15	-10	.
CSc1ncccc1C(=O)N1CC(=O)N(C2CCCCC2)CC(OCc2ccncc2)C1 (stereo not given)
    14	-4	-15
O=C(c1coc(CN(Cc2ccc3c(c2)OCO3)Cc2ccc(F)cc2F)n1)N1CCCCC1
    3	-3	0
COc1ccccc1OCC1c2ccsc2CCN1C(=O)CN(C(=O)c1ccccc1F)C1CC1 (stereo not given)
    -4	-4	-4
O=C(CN1CN(c2ccccc2)C2(CCN(C(=O)c3ccccc3Cl)CC2)C1=O)NCc1ccco1
    20	-10	-5
COc1ccc(-n2ccnc2-c2ccc(O)c(Cl)c2)cc1OC
    6	-5	.
CCOC(=O)c1sc(=NC(=O)c2ccc(C)c(C)c2)n(C)c1C
    1	-10	.
Cc1ccc(C(O)CNC(=O)C2CCC2)cc1 (stereo not given)
    8	-6	-13
CC(C)(C)c1cc2nc(-c3ccc(F)cc3)cc(C(=O)N3CCC(C(N)=O)CC3)n2n1
    17	-6	-6
CCCCn1c(N2CCN(Cc3cccc4ccccc34)CC2)nc2c1c(=O)[nH]c(=O)n2C
    2	-5	.
O=C(c1cccc(C(F)(F)F)c1)N1CCCC1c1nc2cc(-c3cccnc3)ccc2o1 (stereo not given)
    .	-4	-4
CC(C)CCn1c(=O)c2ccccc2n2c(SC(C)C(=O)NC(N)=O)nnc12 (stereo not given)
    4	-8	-10
Cc1ccc(-c2nc(C=Nc3nncs3)c(O)o2)cc1
    -7	0	-4
Cc1ccc(C(=O)Nc2cnn(-c3ccc(C(=O)N4CCC(c5ccc(F)cc5)C4)cc3)c2)c(C)c1 (stereo not given)
    14	-6	-12
O=C(c1cccc(Cl)n1)N1CCC(n2c(C(F)(F)F)nc3ccccc32)CC1
    6	4	2
COc1ccc(N2CCN(Cc3cc(=O)c(OC)cn3CC(N)=O)CC2)cc1
    0	-5	-8
COCCCN(Cc1csc(COc2ccccc2C(C)C)n1)C(=O)c1ccco1
    -2	-3	-5
O=C(NCc1ccccc1-n1cccn1)C1CC(=O)N(Cc2ccccn2)C1 (stereo not given)
    9	-3	-16
NC(=O)c1cnn(Cc2nnnn2-c2ccccc2)c1
    -2	4	1
O=C1CCNc2ccccc2CCN1
    -6	1	-2
COc1cccc2ccc(N3CCC4(CC3)CN(C)CCN4C)nc12
    9	-2	-17
O=[N+]([O-])c1ccccc1NN=C1CCc2ccccc21
    1	-3	.
CCOc1ccc(-c2nccn2Cc2ccc3c(c2)OCO3)cn1
    14	-8	-11

# 13 entries from above, reformatted:
molecule	NPYLR7 agonist	hcGAS inh	mcGAS lum
O=C(c1cccc(C(F)(F)F)c1)N1CCCC1c1nc2cc(-c3cccnc3)ccc2o1 (stereo not given)	.	-4	-4
CC(C)CCn1c(=O)c2ccccc2n2c(SC(C)C(=O)NC(N)=O)nnc12 (stereo not given)	4	-8	-10
Cc1ccc(-c2nc(C=Nc3nncs3)c(O)o2)cc1	-7	0	-4
Cc1ccc(C(=O)Nc2cnn(-c3ccc(C(=O)N4CCC(c5ccc(F)cc5)C4)cc3)c2)c(C)c1 (stereo not given)	14	-6	-12
O=C(c1cccc(Cl)n1)N1CCC(n2c(C(F)(F)F)nc3ccccc32)CC1	6	4	2
COc1ccc(N2CCN(Cc3cc(=O)c(OC)cn3CC(N)=O)CC2)cc1	0	-5	-8
COCCCN(Cc1csc(COc2ccccc2C(C)C)n1)C(=O)c1ccco1	-2	-3	-5
O=C(NCc1ccccc1-n1cccn1)C1CC(=O)N(Cc2ccccn2)C1 (stereo not given)	9	-3	-16
NC(=O)c1cnn(Cc2nnnn2-c2ccccc2)c1	-2	4	1
O=C1CCNc2ccccc2CCN1	-6	1	-2
COc1cccc2ccc(N3CCC4(CC3)CN(C)CCN4C)nc12	9	-2	-17
O=[N+]([O-])c1ccccc1NN=C1CCc2ccccc21	1	-3	.
CCOc1ccc(-c2nccn2Cc2ccc3c(c2)OCO3)cn1	14	-8	-11

# Next part
# Results follow in this order: NPYLR7 agonist	hcGAS inh	mcGAS lum
CNc1cccc(/C=C\CCCO)n1
    1	-7	.
Cc1cc(F)ccc1S(=O)(=O)NCc1[nH]ncc1Br
    -3	1	.
CCOC(=O)c1c(C)oc2nc(CN3CCc4ccccc43)nc(N)c12
    -8	8	.
CCOC(=O)C1=C(O)/C(=C\c2cccn2C)SC1=Nc1ccc(OC)c(OC)c1
    -3	-4	-4
CCCCCCCCCC(=O)N(CCCOC)CC(=O)N(CCc1c[nH]c2ccccc12)Cc1ccc(N(C)C)cc1
    14	-2	-3
COCCN1CC(C(=O)NCCc2ccc3ccccc3c2)CCC1=O (stereo not given)
    5	-3	.
COc1ccc(C=C2C(=O)c3ccccc3C2=O)cc1C
    7	-3	-3
Cc1cc(NC(=O)Cn2cnc3c(C)cccc3c2=O)n(CCC#N)n1
    -7	1	.
Cc1ccc(S(=O)(=O)N(Cc2c(-c3ccccc3)noc2N2CCSCC2)C2CC2)cc1
    .	-1	-6
Oc1ccc(N=Nc2ncn[nH]2)cc1
    -2	-5	.
O=C(c1nn(-c2ccccc2F)c(=O)n(Cc2cccc(Cl)c2)c1=O)N1CCOCC1
    13	-8	-4
Cc1ccc(-c2csc(/C=C3\SCC(=O)N3CC(=O)N3C(C)CCCC3C)n2)cc1 (stereo not given)
    1	-5	.
CC(C)N1CCNC(=O)C1CC(=O)NC1(CN2CCCC2)CCCCC1 (stereo not given)
    30	-2	.
O=C1C(Sc2ccnc3ccccc23)CCN1C1CCOCC1 (stereo not given)
    4	-15	.
Cc1nc(C)c(C(C)N(C)C(=O)CCn2c(C)csc2=O)s1 (stereo not given)
    4	-5	.
C=CCNc1nc2c(c(=O)[nH]c(=O)n2C)n1CCCCC
    .	-11	-7
CCN1C(=O)NC2NC(=O)NC21 (stereo not given)
    2	-5	.
O=C(c1ccc(Cl)cc1)N1N=C(c2ccccc2)CC1c1ccccc1[N+](=O)[O-] (stereo not given)
    8	-9	-6
O=C1/C(=C/c2ccc([N+](=O)[O-])cc2)C=C(c2ccccc2)N1c1ccccc1Cl
    -1	-4	-5
Cc1ccc(OCC(=O)c2ccc3c(c2)N(CCCC(=O)N2CCN(C)CC2)C(=O)CO3)c(Cl)c1
    .	0	-4
CN1CCN(CCCN(C)C(=O)Nc2cccc3ccccc23)CC1
    1	-5	.
CCNc1ncc(C(=O)N2CCCC3(C=Cc4ccccc4O3)CC2)cn1 (stereo not given)
    -5	-5	.
CNc1cc(C(=O)N(Cc2cccnc2)Cc2ccc3c(c2)OCO3)ccn1
    -1	2	.
CNC(=O)c1csc(-c2ccc(OC)c(OC)c2)n1
    -6	-4	.
CCC(=O)Nc1ccc(OCC(=O)N2CCCC2c2ccccc2C)cc1 (stereo not given)
    -1	-3	0
Brc1ccc2nc(-c3ccccn3)c(Nc3ccccc3)n2c1
    -3	-2	.
CCc1cc2c(N3CC(C)(C)C3(C)C)ncnc2s1
    0	-10	-13
COc1c(-c2coc3cc4c(cc3c2=O)CC(O)C(C)(C)O4)ccc2c1C=CC(C)(C)O2 (stereo not given)
    .	-2	-3
Cc1n[nH]c(C)c1S(=O)(=O)N1CCN(C)CC1
    16	-12	.
COc1ccc(-c2nc(CN3CCCCC3c3nc4ccccc4[nH]3)c(C)o2)c(OC)c1C (stereo not given)
    16	-6	-9
Cc1cccc(C(=O)N2N=C(c3ccccc3)CC2(O)C(F)(F)F)c1O (stereo not given)
    2	-20	-7
N#Cc1cccc(COC(=O)c2cc(Cl)c3c(c2)OCO3)c1
    -2	1	2
Cc1nc(-n2nc(-c3cccs3)cc2NC(=O)C2CC(=O)N(c3ccc(F)cc3)C2)[nH]c(=O)c1C (stereo not given)
    7	0	.
COc1ccc(C(=O)Nc2c(Cl)cncc2Cl)cc1OC1CCCC1
    -17	0	.
CCCn1ncc(C(=O)N2CCC3(CN(C)C(=O)O3)C2)c1C (stereo not given)
    12	-4	.
CCOC(=O)c1cc2c(Cl)c(N3CCC(N(c4ccccc4)c4ccccc4)CC3)ccc2o1
    3	1	-8
O=C(Nc1ccc(-c2nc3cc(Cl)ccc3o2)cc1)c1ccc2ccccc2c1
    -3	0	-1
CCOC(=O)c1cc(CC)sc1NC(=O)CSc1ccc(S(=O)(=O)N2CCCC2)cn1
    -3	-4	.
CCCCn1c(=O)[nH]c(=O)c2c1ncn2C1CCCC1
    4	-8	.
Cc1ccc2nc(COC(=O)CCC(=O)c3cccs3)cc(=O)n2c1
    0	1	.
Cc1nc(-c2ccc(-c3ccccc3)o2)n(CC(=O)N2CCN(C)CC2)c1C
    13	-8	.
CC(C)C(NCc1nnnn1-c1ccccc1)c1cccs1 (stereo not given)
    1	-4	.
COc1ccc(CNC(=O)CC2C(=O)NCCN2CCC(C)C)cc1 (stereo not given)
    8	-4	-7
Cc1cccc(N2CCN(c3ccc(S(=O)(=O)NC4CC4)cn3)CC2)c1
    4	-3	-7
CC1=C(C(=O)OCc2ccccc2)C(c2cccs2)n2c(sc(=Cc3ccco3)c2=O)=N1 (stereo not given)
    -8	-2	-5
Cc1cccc(NC(=O)c2cc([N+](=O)[O-])ccc2Cl)n1
    0	-4	.
COc1ccc(C2=NC(=Cc3ccc(F)c(F)c3)C(=O)O2)cc1OC
    3	-1	.
CC(C)Oc1nc(-c2ccc(C(F)(F)F)cc2)n(-c2ccc(NC(=O)c3cc(Cl)cc(Cl)c3)cc2)n1
    25	-7	-4
Cc1ccc(-c2cnn3c(N4CC(C)CC(C)C4)cc(C)nc23)cc1 (stereo not given)
    -6	-2	-7
Oc1c(C(c2ccc(Cl)cc2)N2CCCC2)ccc2cccnc12 (stereo not given)
    -10	1	.
O=[N+]([O-])c1c(Nc2ccccc2)[nH]c2ccccc12
    15	2	.
CC(C)Cc1nc(-c2ccc(C#CC(C)(C)O)o2)n(-c2ccccn2)n1
    1	-3	.
COc1ccc(-c2nc3c(OCc4ccccc4)cccn3c2Nc2c(C)cccc2C)cc1
    1	-2	-4
CCn1ccnc1CN1CCC(CNC(=O)NC2CCCC2)C1 (stereo not given)
    0	-4	-15
O=C(Nc1nc(-c2ccc(F)cc2)ns1)c1n[nH]c(=O)[nH]1
    9	0	-7
Cc1nnnn1CCCN1CCCC2(CC1)CN(C)C(=O)O2 (stereo not given)
    10	-1	.
CCOc1ccccc1CN1CCN(Cc2ccc3nsnc3c2)CC1CCO (stereo not given)
    5	-6	.
CCCCCCSc1nnc2[nH]c(=O)cc(N)n12
    5	-7	.
O=C1CCN(C[C@@H](O)COCc2ccccc2)c2cc3c(cc2CN1C1CC1)OCO3
    0	-1	0
COc1cccc(-c2nc(C=Nc3ccc(F)c(Cl)c3)c(O)o2)c1
    -4	-4	.

# Remaining list, next part
# Results follow in this order: NPYLR7 agonist	hcGAS inh	mcGAS lum
N#CC1COCCN1C(=O)C1CC1c1ccco1 (stereo not given)
    0	-15	.
O=C(O)c1cc(N2CCNCC2)ccc1[N+](=O)[O-]
    -3	-5	.
COc1ccccc1Oc1ncccc1CNC(=O)C1CCOC1 (stereo not given)
    12	-8	-12
CNC(=S)NN=Cc1ccc2c(c1)OCCO2
    9	-5	.
CC(C)(C)CC(=O)N1CCC2(CC1)CCN(C1Cc3ccccc3C1)CC2
    .	-17	-6
Cc1c(Br)cc(Br)c(N)c1Br
    -1	-10	-3
CC(C)C(CNC(=O)c1cnn2cccnc12)N1CCc2ccccc2C1 (stereo not given)
    13	-8	.
CCN1CCN(c2c(CN(C(=O)COc3ccccc3)C3CC3)c(C)nn2-c2cccc(F)c2)CC1
    1	-1	-2
COc1ccc(C(=O)C2CCCN(C(=O)CCc3nc4ccccc4s3)C2)c(C)c1 (stereo not given)
    5	-4	-15
Cc1c(C(=O)N2c3ccccc3CC2C)sc2nc(-c3ccccc3)cn12 (stereo not given)
    4	-7	-7
Oc1oc(-c2ccc(Cl)cc2)nc1C=Nc1cc(Cl)ccc1Cl
    -3	-3	-4
O=C1C[C@H]2CC[C@@H](CN1)N2C(=O)Cn1nnc(-c2ccc(F)cc2)n1
    -1	2	.

# Assay outcomes from PubChem.
